Source: PubChem (National Center for Advancing Translational Sciences (NCATS))
Menin MLL FP TR – menin-MLL binding inhibition, Texas Red mutant peptide | 0.23% of 270,000 active | Menin + Texas Red MLL mutant peptide, fluorescence polarization | Potency, µM (highest dose often 61.6 µM), without a hit: top-dose FP activity change, negative = inhibition, hits mostly inhibitors | AID 1768 | O00255; active means well fitted inhibition curve with a large enough effect in the polarisation, with a control signal flat, not every such curve was filed as active; inconclusive means small, poorly fitted or top-dose-only effect, or effect the other way, or a change in a side signal; inactive means no such curve, though single readings can be large or run the other way; the % refers to the polarisation; further: % of control where 0% means no effect; many of its hits are not listed in these tables
Target sequence (O00255 whole entry, looked up): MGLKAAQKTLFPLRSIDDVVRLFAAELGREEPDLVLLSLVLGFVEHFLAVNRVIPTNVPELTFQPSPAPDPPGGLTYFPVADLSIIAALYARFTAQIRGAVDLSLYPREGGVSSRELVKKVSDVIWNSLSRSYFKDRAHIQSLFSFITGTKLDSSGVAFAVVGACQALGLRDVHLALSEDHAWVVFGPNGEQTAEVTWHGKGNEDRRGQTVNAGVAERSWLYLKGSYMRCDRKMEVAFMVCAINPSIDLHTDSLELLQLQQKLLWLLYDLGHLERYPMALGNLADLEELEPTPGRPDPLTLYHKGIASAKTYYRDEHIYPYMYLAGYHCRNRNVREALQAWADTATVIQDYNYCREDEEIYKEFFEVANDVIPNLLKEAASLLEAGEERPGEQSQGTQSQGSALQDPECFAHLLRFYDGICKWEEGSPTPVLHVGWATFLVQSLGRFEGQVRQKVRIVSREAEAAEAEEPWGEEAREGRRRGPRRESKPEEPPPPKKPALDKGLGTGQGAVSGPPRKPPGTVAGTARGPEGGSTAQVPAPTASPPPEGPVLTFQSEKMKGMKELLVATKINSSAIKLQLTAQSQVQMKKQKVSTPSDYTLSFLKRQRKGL
The depositor's hits bear a star; ? = inconclusive; & = joins results of further samples; [ ] = remark or other dose. Potency means the concentration at half of the fitted maximal effect. Some of the compounds tested; the hit share may differ from the screen's.

SMILES	Menin MLL FP TR
C=C1CCC2C(CC2(C)C)C(=C)CC/C1=N/O (stereo not drawn)	-10%
CO[C@@H]1COC(=O)[C@@H](CCSC)NC(=O)C/C=C\[C@@H](C)COC(=O)CCC[C@H]1C	-11%[11.7 µM]
O=c1c(CCc2ccccc2)nc2cnc(N3CCOCC3)nc2n1C[C@H]1CCCO1	-25%
CC(Oc1ccccc1)C(=O)NC1C(=O)N2C(C(=O)O)C(C)(C)S[C@@H]12 (stereo partly drawn)	3%
O=C(O)c1ccc2c3c1cccc3c(=O)n1c3ccccc3nc21	?
N=C(N)SCCN=C(N)N	-23%
CCc1cc2c(nc1CC)CCN(CC/C(C)=N/OC[C@@H](O)[C@@H]1O[C@@H]3OC(C)(C)O[C@@H]3[C@H]1O)C2	-6%[11.7 µM]
C[C@@H](C(=O)Nc1ccc2ccccc2c1)[C@@H]1C[C@@]1(C)[C@@H](NC(=O)Oc1ccc(F)cc1)c1ccccc1	?
CCC/C=C(\CCC)C(NC(=O)c1ccc(-c2ccccc2)cc1)c1ccc(C(=O)OC)cc1 (stereo not drawn)	12%
FC(F)(F)c1ccccc1-c1cc(NCc2cccs2)ncn1	-8%
Cc1noc(C)c1C(=O)N1CCC2(CCCN(C(=O)Nc3cccc(F)c3)C2)CC1	12%
COc1cccc(Cn2c(=O)c(-c3cccc(C#N)c3)nc3cnc(N4CCOCC4)nc32)c1	15%
O=c1cnc2cnc(Oc3ccccc3)nc2n1C[C@H]1CCCO1	10%
N#Cc1ccc(CN2CC3(CCN(C(=O)c4ccco4)CC3)C2)cc1	-11%
COc1ccc(-n2c(=O)c(CCc3ccccc3)nc3cnc(OC)nc32)cc1	-1%
O=C(c1cccc(F)c1)N1CCC2(CC1)CN(C(c1ccccc1)c1ccccc1)C2	-19%
COC(=O)C1=C[C@@H](C(=O)OC)C2C3=C(C(=O)[C@@]2(C)NC(=O)c2ccccc2)[C@H](C)[C@@H]2C(=O)NC(=O)[C@@H]2[C@@H]3C1 (stereo partly drawn)	1%
CC(=O)N1CCC2(CC1)CN(C(=O)Nc1cccc(C#N)c1)C2	-9%
O=c1c(-c2ccc(Cl)cc2)nc2cnc(N3CCNCC3)nc2n1Cc1cccs1	39%[activator]
CC(=O)OC1CC(OC(C)=O)[C@]2(C)C(CC(=O)[C@]3(C)C2CC[C@@]2(C)C(C(=O)O)OC(=O)C4OC423)C1(C)C (stereo partly drawn)	-17%
CCN1CCCC1Cn1c(-c2ccccc2)nc2c(NCc3ccccc3)nc(C)nc21 (stereo not drawn)	-8%
CCOC(=O)N1CCN(/[N+]([O-])=N/Oc2ccc([N+](=O)[O-])cc2[N+](=O)[O-])C(C)C1 (stereo not drawn)	12%
O=C(Nc1ccccc1)N1CCC2(CC1)CCN(C(=O)c1cccc(F)c1)CC2	-10%
O=C(/C=C/c1ccc2c(c1)OCO2)c1ccccc1	2%

Four entries from above in a different format.
Cc1noc(C)c1C(=O)N1CCC2(CCCN(C(=O)Nc3cccc(F)c3)C2)CC1
  Menin MLL FP TR = 12%
COc1cccc(Cn2c(=O)c(-c3cccc(C#N)c3)nc3cnc(N4CCOCC4)nc32)c1
  Menin MLL FP TR = 15%
O=c1cnc2cnc(Oc3ccccc3)nc2n1C[C@H]1CCCO1
  Menin MLL FP TR = 10%
N#Cc1ccc(CN2CC3(CCN(C(=O)c4ccco4)CC3)C2)cc1
  Menin MLL FP TR = -11%

Next compounds follow:
SMILES	Menin MLL FP TR
COc1ccc(C2/C=C\CC(NC(=O)OCC3c4ccccc4-c4ccccc43)CC(=O)N2Cc2cccc(F)c2)cc1 (stereo not drawn)	0%[44.5 µM]
N=C(C[C@@H](O)COc1ccccc1-c1ccccc1)N1CCCCC1	-12%[24.8 µM]
COC(=O)/C=C/C(C)=C/C=C/C(C)=C/C=C/C=C(C)/C=C/C=C(C)/C=C/C(=O)O	17%
CCOC(=O)CN(Cc1cc(OC)cc(N(C)C)c1OC)C(=O)C1CC(CO[Si](C)(C)C(C)(C)C)=CN1C(=O)OC(C)(C)C (stereo not drawn)	?
COC(=O)c1ccc(C(NC(=O)OCc2ccccc2)/C(=C/[C@@H](C)C(=O)N(C)Cc2cccnc2)c2cccnc2)cc1 (stereo partly drawn)	1%
O=C(c1ccncc1)N1CCC2(CC1)CCN(c1ccc(-c3ccccc3)cc1)CC2	18%
COC(=O)[C@@]1(Cc2ccccc2)[C@H]2c3cc(C(=O)N4CCCC4)n(Cc4cc(F)cc5c4OCOC5)c3C[C@H]2CN1C(=O)c1ccccc1	-2%
COC1=CC(C)C2CC3OC(=O)CC4C(C)=C(OC)C(=O)C([C@]2(C)C1=O)[C@]34C (stereo partly drawn)	0%
CCCN1CCC(=O)N(C(CSc2ccc(C)cc2)CC(C)C)CC1 (stereo not drawn)	-14%
Clc1ccc(-c2nc3sccn3c2/C=N/OCc2ccc(Cl)c(Cl)c2)cc1	8%
CC(=O)c1c(O)c(C)c(O)c2c1OC1=CC(=O)C(C(C)=O)C(=O)C12C (stereo not drawn)	?
COc1ccc(-c2ccc(C3C4C=CCCC4(C)C(=O)N3Cc3ccccc3)c(F)c2)cc1OC (stereo not drawn)	2%
COc1ccc2c(c1)C(=O)[C@H](OC(=O)NCCc1ccc(OC)c(OC)c1)[C@@H](c1ccc(OC)c(Br)c1)O2	11%
CCOc1ccccc1-c1nnc2n1N=C(c1cc(OC)cc(OC)c1)CS2	-15%
CC(C)NC(=O)N1CC[C@@]2(CCCN(C(=O)c3ccco3)C2)C1	3%
COc1ccccc1CN1CC[C@@]2(CCCN(C(=O)c3c(C)noc3C)C2)C1	0%
CCN1C(C)=C(C(=O)OC)C(c2ccccc2)N2C(=O)[C@](O)(C(=O)OC)C(c3ccccc3)C(C(C)=O)=C12 (stereo partly drawn)	-14%[11.7 µM]
COc1cccc(-c2ccc3ncnc(NCCc4c[nH]c5ccc(OC)cc45)c3c2)c1	?
COC(=O)C(O)C1C(C)(C)C(OC(C)=O)C2CC3=C4CC(=O)OC(c5ccoc5)[C@]4(C)CCC3[C@@]1(C)C2=O (stereo partly drawn)	3%
CCCCCCCC/C=C\CCCCCCCC(=O)NCCCC(=O)O	3%
CN(C)c1ccc(-c2c(C3C4C=CCCC4(C)C(=O)N3Cc3ccccc3)ccc3ccccc23)cc1 (stereo not drawn)	-2%
CCOC(=O)N/N=C1/C[C@@H](O)[C@@H](O)[C@@H]2[C@@H]3C(=O)N(c4cccc(Oc5ccccc5)c4)C(=O)[C@H]3CC[C@H]12	-16%[11.7 µM]
Cc1ccc(S(=O)(=O)N2CCc3nc(COc4ccccc4)c4c(c3C2)CO[C@@H](C)C4)cc1	0%[11.7 µM]
COC(=O)C1=C(C)N(Cc2ccccc2)c2c(C(=O)OC)c(C(=O)OC)c(C(=O)OC)c(=O)n2C1c1ccccc1 (stereo not drawn)	1%&-11%[11.7 µM]
C=C[C@@H](C1=CC(=O)C(OC)=C(OC)C1=O)c1ccccc1	2%
Cc1ccc2nsnc2c1S(=O)(=O)Nc1cccc2cccnc12	?
COC(=O)[C@@H]1CC[C@H](C)[C@@H](c2ccc(C)cc2)N1C(=O)c1ccc(/C=N\O[C@@H](C)CN2CCCCc3nc(C)c(C)cc32)cc1	-16%[11.7 µM]
C[C@H](CCC(=O)O)[C@H]1CC[C@H]2[C@H]3C(C[C@H](O)[C@]12C)[C@@]1(C)CC[C@@H](O)C[C@H]1C[C@H]3O (stereo partly drawn)	-11%[24.8 µM]
COc1ccc(-n2c(=O)cnc3cnc(N4CCOCC4)nc32)cc1	1%
C=CCC(C)(O)c1cccc(C(F)(F)F)c1 (stereo not drawn)	8%
COC(=O)NC(CC(C)=O)c1ccc(F)cc1 (stereo not drawn)	6%[11.7 µM]
COC(=O)c1ccccc1S(=O)(=O)N1CCc2nc(COc3ccccc3)c3c(c2C1)CO[C@@H](C)C3	-8%[11.7 µM]
CN(C)C(=O)c1ccc(-c2nc(NCc3cccnc3)c3ccccc3n2)cc1	?
COc1cc(/C=C\C(=O)N2CCC=CC2=O)cc(OC)c1OC	4%[24.8 µM]
CC(C)C[C@@H](CC(=O)N[C@H](CC(=O)N[C@@H]1CCCC[C@H]1C(=O)N[C@H](CC(=O)N[C@@H](CCC(=O)O)CC(=O)O)Cc1c[nH]c2ccccc12)C(C)C)NC(=O)[C@@H]1CNCC[C@H]1N	?
O=c1cnc2cnc(Oc3cccc(Cl)c3)nc2n1CCc1ccccc1	?
CCCC[C@H]1C2=C3[C@@H](CC(C(=O)OC)=C[C@@H](C(=O)OC)[C@H]3C(C)(C)C2=O)n2c(=O)n(C)c(=O)n21	-11%
COc1ccccc1-c1oc2ccccc2c(=O)c1O	?
Cc1noc(C)c1-c1nccc(NCc2ccccc2)n1	-4%
CCOC(=O)C1=CC2(CC)CCCN3CCc4c(n1c1ccccc41)C32 (stereo not drawn)	?
COc1ccc(NC(=O)N2CCCC3(CCN(C(=O)c4cnccn4)CC3)C2)cc1	12%
O=C(c1cc(C(F)(F)F)cc(C(F)(F)F)c1)N1CCC2(CC1)CN(c1ccncc1)C2	-5%
CN(C)Cc1ccccc1-c1nc(NC2CCNCC2)c2ccccc2n1	-6%
CC(=O)OCCN1C(=O)c2c(C)nc3ccc(S(=O)(=O)N4CCOCC4)cc3c2C1=O	-6%
COC(=O)C1=C[C@@H](C(=O)OC)C2C3=C(C(=O)[C@@]2(C)NC(=O)c2ccccc2)[C@H](C)n2c(=O)n(C)c(=O)n2[C@@H]3C1 (stereo partly drawn)	5%
COC(=O)[C@@H]1CC[C@H](C)[C@@H](c2ccc(C)cc2)N1C(=O)c1ccc(/C=N\OC[C@@H](C)[C@H](OCc2ccccc2)C(C)C)cc1	-24%[11.7 µM]
N#Cc1cccc(-c2cncnc2NCc2ccccc2)c1	-3%
Cc1ccc(-c2ccc(C3C4C=CCC(C)C4C(=O)N3Cc3ccccc3)c(F)c2)cc1 (stereo not drawn)	-17%

Filtered by structure, the entries above containing an NH in an aromatic ring
SMILES	Menin MLL FP TR
COc1cccc(-c2ccc3ncnc(NCCc4c[nH]c5ccc(OC)cc45)c3c2)c1	?
CC(C)C[C@@H](CC(=O)N[C@H](CC(=O)N[C@@H]1CCCC[C@H]1C(=O)N[C@H](CC(=O)N[C@@H](CCC(=O)O)CC(=O)O)Cc1c[nH]c2ccccc12)C(C)C)NC(=O)[C@@H]1CNCC[C@H]1N	?

(continued)
SMILES	Menin MLL FP TR
Cc1cccc(CNc2nc(-c3ccc(C(=O)N(C)C)cc3)nc3ccccc23)c1	29%
CC(=O)OC[C@@H]1O[C@@H](O/N=C2/C[C@@H](O)[C@@H](O)[C@@H]3[C@@H]4C(=O)N(c5cccc(Oc6ccccc6)c5)C(=O)[C@H]4CC[C@@H]23)[C@H](OC(C)=O)[C@H](OC(C)=O)[C@@H]1OC(C)=O	-1%[11.7 µM]
C=C1CCN(C(Cc2ccccc2)C(=O)NC2CCN(Cc3ccccc3)CC2)S(=O)(=O)c2ccccc21 (stereo not drawn)	-6%
CCCCCCCC/C=C/CCCCCCCC(=O)NCCOP(=O)(O)O	-12%
O=C(NC1CCCC1)O[C@@H]1C(=O)c2cc(Br)ccc2O[C@H]1c1ccc2c(c1)OCO2	4%
C[C@@H]1C(=O)O[C@H]2[C@H](O)[C@@]34[C@H]5CC(C(C)(C)C)[C@]36[C@H](OC(=O)[C@H]6O)O[C@]4(C(=O)O5)[C@@]12O (stereo partly drawn)	-16%
CCCCCCCC/C=C\CCCCCCCC(=O)N[C@H](CO)Cc1ccc(O)cc1	14%
COc1cc(O)c2c(c1)O[C@H](c1ccccc1)CC2=O	6%
CC[C@@]12C=C(/C=C/c3ccccc3)[C@](CC)(C1)[C@H](c1ccccc1)CC2=O	-6%
CCCn1c(C)nc2c(NCCCN(CC)CC)nc(C)nc21	3%
COc1cccc(Cn2c(=O)c(CCc3ccccc3)nc3cnc(OC)nc32)c1	25%
C/C(Nc1ccc2oc(=O)ccc2c1)=C1/C(=O)CC2[C@@H]1C2(C)C (stereo partly drawn)	-12%
CN(C)c1ccc(-c2ccc3ncnc(NC4CC4)c3c2)cc1	5%
COC(=O)[C@H](Cc1ccccc1)NC(=O)[C@@H](C)CO	-3%[11.7 µM]
O=S(=O)(c1ccccc1)N1CCC2(CCCN(Cc3ccncc3)C2)CC1	0%
CC12CCC3c4ccc(O)cc4CCC3C1CCC2O (stereo not drawn)	7%
C[C@H]1C=CC(=O)C[C@H]1c1c(F)cccc1Cl	11%
COC(=O)NC(c1cccc(C)c1)C(C(C)=O)C(=O)OC (stereo not drawn)	-4%[11.7 µM]
COc1ccc(-n2c(=O)c(-c3cc(F)cc(F)c3)nc3cnc(N4CCNCC4)nc32)cc1	17%
CCC(C)(C)C(=O)OC1CC(C)C=C2C=CC(C)C(CCC3CC(O)CC(=O)O3)C21 (stereo not drawn)	-15%
C#CCCCC(=O)Nc1ccccc1	2%
CCNc1ncc2nc(CCc3ccccc3)c(=O)n(C3CC3)c2n1	-14%
Cc1cc(O)c(C)c2sc(N)nc12	-15%
COCCn1c(=O)c(-c2ccccc2)nc2cnc(N(C)C)nc21	10%
Cc1cc2c(nc1C)CCCCN2C[C@H](C)O/N=C1/[C@H]2O[C@@H]2[C@@H](O)[C@H]2[C@H]1CCn1c(=O)n(-c3ccccc3)c(=O)n12	-1%[11.7 µM]

Grouped by structure: those above with bromine
SMILES	Menin MLL FP TR
COc1ccc2c(c1)C(=O)[C@H](OC(=O)NCCc1ccc(OC)c(OC)c1)[C@@H](c1ccc(OC)c(Br)c1)O2	11%
O=C(NC1CCCC1)O[C@@H]1C(=O)c2cc(Br)ccc2O[C@H]1c1ccc2c(c1)OCO2	4%
